# Lipid storage S3 = qHTS Assay for Lipid Storage Modulators in Drosophila S3 Cells; Drosophila S3 cells, BODIPY lipid droplet fluorescence, 18-24 h; cells fed with added oleic acid; Potency in µM for hits, for the others lipid storage change, negative = inhibition, % at the top dose, mostly 46.1 µM; 320,000 tested, 0.64% active; active = well fitted inhibition curve with a large enough effect in the signal ratio, with a control signal flat, not every such curve was filed as active; inconclusive = small, poorly fitted or top-dose-only effect, or effect the other way, or a change in a side signal; the % refers to the signal ratio
#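 Drosophila S3 cells loaded with oleic acid (400 uM, as added) and compounds at several concentrations; lipid droplets imaged by 488-nm laser-scanning cytometry, 500–530 nm intensity and object ratio to cell channel. Percent activity normalized to 20 uM Triacsin C.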
# Lipid storage S3 cell count max = further read-out of Lipid storage S3, marked with its call; cell number change, %; measured here: cell count max response;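 cells counted by Cell Tracker Red CMTPX staining in the red channel; peak over a dose series mostly up to 46.1 µM; percent activity relative to internal control wells on each plate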
# Active calls of the source: *; i = inactive; ? = inconclusive; . = not tested or not shown. % is set by controls: 0 for no effect and ±100 for the full control effect; potency is the fitted concentration of half-maximal effect. These rows are one share of the data. The share of hits here may be higher or lower than overall.
Molecule	Lipid storage S3	Lipid storage S3 cell count max
Cc1ccc(Cl)cc1S(=O)(=O)N1CCC(C(=O)NC2CCN(Cc3ccccc3)CC2)CC1	?	.
CN(CC(=O)Nc1ccccc1C(F)(F)F)C(=O)Cc1ccccc1F	?	.
CCOc1ccc(N(CC(=O)NCc2ccc(F)cc2)C(=O)c2snc(C(N)=O)c2N)cc1	?	.
O=C1CCCC2=C1C(c1cccc(O)c1)C1=C(N2)c2ccccc2C1=O (stereo not given)	?	.
CC(NC(=O)c1ccc2ccccc2n1)c1ccccc1 (stereo not given)	?	.
CN1CCN(CCCc2c3c(cc4c2CCC4)CCC3)CC1	?	.
Cc1cc2oc(C(=O)NC3CCS(=O)(=O)C3)c(C)c2cc1C (stereo not given)	?	.
Clc1ccc(CN2C3=NCCN3c3ccccc32)cc1	14%	-7
COCC(O)CNc1ccccc1 (stereo not given)	10%	-1
CC(=O)c1c(C)[nH]c(C(=O)CN2C(=O)NC(C)(CCC(C)C)C2=O)c1C (stereo not given)	?	.
CCc1ccc(NC(=S)N2CCNC(=O)C2CC(=O)OC)cc1 (stereo not given)	?	.
Cc1cc(O)ccc1Nc1nc2ccccc2nc1Nc1ccc(O)cc1C	?	.
CCCC(=O)NC(c1cccs1)c1cc([N+](=O)[O-])c2cccnc2c1O (stereo not given)	-6%	-9
O=C(N=Nc1c(O)[nH]c2ccccc12)c1ccc2c(c1)OCO2	?	.
COc1ccc(Cl)cc1NC(=O)CN1C(=O)CC(C)S(=O)(=O)c2ccccc21 (stereo not given)	1%	21

# Additional entries
Molecule	Lipid storage S3	Lipid storage S3 cell count max
Cc1nnc2n1NC(c1ccc(Cl)cc1)C(C(=O)N1CCC(C)CC1)S2 (stereo not given)	9%	6
COC(=O)/C=C1\N/C(=N\c2nc(C)cc(C)n2)N(c2ccc(Cl)cc2)C1=O	0%	0
O=C(CN1C(=O)S/C(=C\c2ccc(O)cc2)C1=O)c1ccccc1	13%	1
COC(=O)c1ccc(-c2csc(NC(=O)c3ccc(S(=O)(=O)N4CCc5ccccc5C4)cc3)n2)cc1	?	.
O=C(/C=C/c1ccccc1)c1ccccc1	?	.
O=C(OCC(=O)c1ccc[nH]1)c1ccc([N+](=O)[O-])cc1	?	.
CCC(C)N(C(=O)COC(=O)CN=C1NS(=O)(=O)c2ccccc21)C1CCS(=O)(=O)C1 (stereo not given)	2%	-10
CC(=O)OCC(OC(C)=O)C(OC(C)=O)C(OC(C)=O)C(=O)Nc1ccc(C)cc1C (stereo not given)	15%	3
Cc1ccc(-c2noc(Cn3nc(C(=O)O)c4ccccc4c3=O)n2)cc1	?	.
O=C(NCc1nc2ccccc2[nH]1)c1cccs1	7%	1
O=C1c2cccnc2C(=O)N1Cc1ccc(F)cc1	-14%	-1
COc1cccc(C(C#N)N2N=C(C)CC2(C)C)c1O (stereo not given)	8%	22
COc1cc(SC)ccc1C(=O)N(Cc1ccccc1)c1ccccn1	?	.
CCN1CC(CN(C)Cc2nc(-c3ccco3)oc2C)CC1=O (stereo not given)	?	.
CCOC(=O)N1CCc2c(sc3nc4n(c(=O)c23)N=C(c2ccc(OC)cc2)CS4)C1	?	.

# Of the compounds above, these contain an aryl methoxy group.
Molecule	Lipid storage S3	Lipid storage S3 cell count max
COc1ccc(Cl)cc1NC(=O)CN1C(=O)CC(C)S(=O)(=O)c2ccccc21 (stereo not given)	1%	21
COc1cccc(C(C#N)N2N=C(C)CC2(C)C)c1O (stereo not given)	8%	22
COc1cc(SC)ccc1C(=O)N(Cc1ccccc1)c1ccccn1	?	.
CCOC(=O)N1CCc2c(sc3nc4n(c(=O)c23)N=C(c2ccc(OC)cc2)CS4)C1	?	.

# New compounds follow
Molecule	Lipid storage S3	Lipid storage S3 cell count max
O=C1c2ccccc2C(=O)N1CCCCON1C(=O)c2ccccc2C1=O	12%	13
COc1cc(OC)c(NC(=O)c2ccc(Br)o2)cc1Cl	10%	-23
O=C(NNC(=O)c1ccc(Cl)c(Cl)c1)c1cccnc1	26%	16
CCc1cc2cccc(C)c2nc1SCC(=O)N1CCN(C(=O)c2ccco2)CC1	23%	-5
CCOC(=O)C(CSCc1ccccc1)NC(=O)OC(C)(C)C (stereo not given)	-1%	-1
O=S(=O)(N1CCCCC1)n1nnc2ccccc21	?	.
Cn1nnnc1SCC(=O)N1CCN(S(=O)(=O)c2ccccc2)CC1	?	.
COc1ccc(N=Nc2nc3ccc(Br)cc3n2C)cc1	?	.
Cc1cc(NN)nc(NS(=O)(=O)c2ccccc2Cl)n1	?	.
COCCN(CC(=O)Nc1ccc(F)cc1)S(=O)(=O)c1ccc(S(=O)(=O)N2CCCC2)cc1	1%	-28
Cc1ccc(C(=O)OCC(=O)N2C(C)CCCC2C)cc1S(=O)(=O)N1CCOCC1 (stereo not given)	?	.
COc1ccc2c(c1)O[C@@H](c1ccc3c(c1)OCO3)[C@H](OC(=O)Nc1cc(OC)c(OC)c(OC)c1)C2=O	?	.
COc1cccc2c(=O)n(CC(=O)N3CCCCC3)ccc12	14%	13
Cc1nc2ccccc2c(=O)n1-c1ccc(NS(=O)(=O)c2ccccc2)cc1	i	-18
CCOC(=O)N1CCN(C(=O)COc2ccc(Cl)c(C)c2)CC1	15%	9

# (cont.)
Molecule	Lipid storage S3	Lipid storage S3 cell count max
Cc1sc2ncnc(NCc3cccnc3)c2c1C	1%	-23
Cc1ccccc1Cn1nc(C)c(NC(=O)C(F)(F)F)c1C	13%	.
Cc1nn(CC(=O)N2CCCc3ccccc32)c(C)c1[N+](=O)[O-]	?	.
Cn1c(=O)c2c(SCc3ccccn3)nc(CC(C)(C)C)nc2n(C)c1=O	?	.
COC(=O)c1ccc(/C=N/NC(=O)c2ccccc2Cl)cc1	?	.
CCOc1ccccc1C(=O)NC(C(=O)Nc1ccccc1N1CCOCC1)C(C)C (stereo not given)	?	.
CC(=O)Nc1ccc(S(=O)(=O)NCCSCc2ccccc2Cl)cc1	?	.
Clc1ccc(-c2nnc(N3CCOCC3)o2)cc1	4%	4
COc1cc(/C=C2/CCC/C(=C\c3cc(O)c(OC)c(Cl)c3)C2=O)cc(Cl)c1O	?	.
COc1ccc(NC(=S)N(CCCN2CCOCC2)Cc2cn(C)c3ccccc23)cc1	?	.
COc1ccc(NCc2nnc(SCC(=O)Nc3ccc(OC)cc3)n2C)cc1	?	.
C/C(=N\NC(=O)C12CCC(C)(C(=O)O1)C2(C)C)c1ccccc1O (stereo not given)	?	.
CCOC(=O)C(C(=O)OCC)C1N=C(N)N=C2Oc3ccccc3N21 (stereo not given)	i	11
Cc1cc(=O)oc2c1ccc1ccccc12	9%	-14
O=c1c(C/C=C/c2ccccc2)c(O)nc2n1CCCS2	?	.

# Next records
Molecule	Lipid storage S3	Lipid storage S3 cell count max
COc1cccc(NC(=O)C2CC2)c1	?	.
Fc1ccccc1-c1nc(-c2ccc(Br)o2)no1	20%	22
O=C(N/N=C/c1ccc2c(c1)OCO2)c1sc2cccc(Cl)c2c1Cl	?	.
Cc1ccc(S(=O)(=O)N2CCN(C(=O)CCC(=O)NCCc3ccc(F)cc3)CC2)cc1	-19%	-3
CCC(=O)N1CCc2cc(OC)c(OC)cc2C1COc1ccc(F)cc1 (stereo not given)	?	.
O=C(CCc1nc2ccccc2s1)Nc1ccccc1	1%	-4
CN(Cc1ccc(Cl)cc1Cl)C(=O)c1cccc(S(=O)(=O)N2CCN(c3ccccc3)CC2)c1	23%	-1
CCC1CCCCN1C(=O)CCS(=O)(=O)c1ccc2c(c1)CCN2C(C)=O (stereo not given)	?	.
Cc1cc(C)c(S(=O)(=O)N(C)c2ccccc2)c(C)c1	7%	-1
c1coc(-c2nnc3sc(C4CCCCC4)nn23)c1	?	.
CCN(CC)S(=O)(=O)c1ccc(C(=O)N2CCN(c3ncccn3)CC2)cc1	?	.
Cc1ccc(C(=O)COC(=O)c2ccc(O)cc2)cc1	?	.
O=C(CCC(=O)N1CCN(C2CCCC2)CC1)Nc1nnc(C(F)(F)F)s1	-1%	-13
Cc1ccc(/C=C2\SC(=S)N(CCCC(=O)N3CCOCC3)C2=O)cc1	?	.
CN(Cc1ccncc1)C1CC(=O)N(c2ccc(F)cc2)C1=O (stereo not given)	?	.

# More structures follow:
Molecule,Lipid storage S3,Lipid storage S3 cell count max
O=C(NCCCN1CCOCC1)/C(=C/c1cccnc1)NC(=O)c1ccccc1,-13%,.
COc1ccc(CCC(=O)N2c3ccccc3CC2C)cc1 (stereo not given),?,.
CC(=O)[C@@]1(O)CC[C@H]2[C@@H]3CCC4=CC(=O)CC[C@]4(C)[C@H]3[C@@H](O)C[C@@]21C,-10%,-1
CN(CC1CCOCC1)C(=O)CC1C(=O)NCCN1Cc1ccc(F)c(F)c1 (stereo not given),17%,-7
O=C(c1cc([N+](=O)[O-])ccc1N1CCOCC1)N1CCCCC1,?,.
COc1ccc(N(CC(=O)Nc2ccc(C)cn2)S(=O)(=O)c2c(C)noc2C)cc1,-3%,-23
Cc1cc(C)c2c(c1)C1C=CCC1C(c1ccc(S(=O)(=O)N3CCOCC3)cc1)N2 (stereo not given),-11%,.
COc1ccc(N=C2S/C(=C\c3ccc(OC(C)C(=O)O)c(OC)c3)C(=O)N2CCc2c[nH]c3ccccc23)cc1 (stereo not given),-18%,-1
COCCNC(=O)c1ccc(C)c(NC(=O)C2=C(C)OCCS2)c1,-25%,9
CNC(=O)c1cnc(-c2ccccc2)nc1-c1ccccc1,-16%,-23
O=C1c2ccccc2C(=O)N1OCc1ccccc1,i,.
COc1ccccc1NC(=O)C1CCN(C(=O)c2ccco2)CC1,?,.
CC1CN(C(=O)c2ccccc2C(=O)c2ncc[nH]2)CC(C)O1 (stereo not given),?,.
Nc1nc2n(n1)C(c1ccco1)CC(c1ccc(Cl)cc1)N2 (stereo not given),10%,3
O=C(NC1CCCCC1)N1CCN(C2CCCCC2)CC1,-14%,-5
COc1cccc(NC(=O)CCSc2ccc(C)cc2)c1,?,.
CCc1ccc2nc(NC(=O)c3ccc(N4C(=O)CCC4=O)cc3)sc2c1,?,.
Cc1cc(SCC(=O)c2ccccc2)nc(SCC(=O)c2ccccc2)n1,-28%,.
COC(=O)[C@H](C)NC(=O)NC1CCCc2ccccc21 (stereo not given in full),?,.
O=C(NCc1ccccc1CN1CCCC1)c1ccc(Cl)c(N2CCCC2=O)c1,?,.

# (listing goes on)
Molecule,Lipid storage S3,Lipid storage S3 cell count max
Cc1ccccc1-n1c2nc(=O)n(C)c(=O)c-2cc2ccccc21,7%,18
CCOC(=O)C1=C(C)N=c2s/c(=C\c3ccc(OCC(=O)O)cc3)c(=O)n2C1c1ccccc1 (stereo not given),-20%,.
O=C(NCc1cccnc1)/C(=C/c1ccccc1)NC(=O)c1ccccc1,?,.
c1cncc(-c2nc(N3CCCCCC3)c3ccccc3n2)c1,?,.
Cc1sc2ncn(CC(=O)N3CCCCC3)c(=O)c2c1C,?,.
O=C(SCC(O)C(O)CS)c1cccs1 (stereo not given),18%,-10
CCc1ccc(NC(=O)Cn2c(=O)n(CCC(=O)NC3CCN(Cc4ccccc4)CC3)c(=O)c3ccccc32)cc1,-8%,4
Cc1ccc(S(=O)(=O)N2CCN(C(=O)CCC(=O)OCC(=O)Nc3cccc(C#N)c3)CC2)cc1,?,.
CC1(c2ccccc2)CC(C)(C)N2C(=O)/C(=C3\SC(=S)NC3=O)c3cccc1c32 (stereo not given),0%,6
CC1Cc2ccccc2N1C(=O)CN1CCc2ccccc2C1 (stereo not given),17%,-26
COc1ccccc1-n1c(-c2ccccc2)c[n+]2c1CCc1ccccc1-2,?,.
CCCCN(CC)CCCNC(=O)c1cc2c(=O)n(C)c3ccccc3c2n1C,3%,11
C/C(=N/NC(=O)Cc1cccn1C)c1ccccc1,22%,-7
O=C(NCCS(=O)(=O)NCc1ccccc1)c1ccc2c(c1)OCO2,?,.
O=C(Nc1ccc(S(=O)(=O)Nc2ncccn2)cc1)C1COc2ccccc2O1 (stereo not given),?,.
COc1ccc(NS(=O)(=O)c2ccc(O)c(C(=O)OCC(=O)NC3CCCCC3)c2)cc1,i,.
CSc1nnc(-c2sc3cc(C(F)(F)F)cnc3c2-c2ccccc2)n1C,i,.
O=C1CCCC2=C1C1(CCCCC1)N=C(Nc1nc3ccccc3s1)N2,?,.
COCC(C)(C)COS(N)(=O)=O,2%,11
COC(=O)c1sc(S(=O)(=O)Nc2ccc(Br)cc2)c(C(=O)OC)c1C,13%,0

# The final 3 entries of the section before lead into the next:
Molecule,Lipid storage S3,Lipid storage S3 cell count max
O=C1CCCC2=C1C1(CCCCC1)N=C(Nc1nc3ccccc3s1)N2,?,.
COCC(C)(C)COS(N)(=O)=O,2%,11
COC(=O)c1sc(S(=O)(=O)Nc2ccc(Br)cc2)c(C(=O)OC)c1C,13%,0
Cc1ccc(-c2nnc(SCC(=O)N/N=C/c3ccccc3C(=O)O)n2-c2ccc(Cl)cc2)cc1,4%,7
CCn1c(=O)c(C(=O)CN2c3ccccc3CC2C)c(N)n(Cc2ccccc2)c1=O (stereo not given),-14%,1
Cn1cnc2cc(NC(=O)c3cccs3)ccc21,9%,.
CCN1CCN(C(=O)C2CCCN(S(=O)(=O)c3cc(Cl)ccc3Cl)C2)CC1 (stereo not given),i,6
Cc1n[nH]c(=S)n1-c1ccccc1,0%,8
O=C(Nc1cccc(F)c1)c1ccccc1,-7%,-17
Cc1ccc(S(=O)(=O)Nc2ccc(Cl)cc2)cc1NC(=O)Cn1cnc2c1c(=O)n(C)c(=O)n2C,?,.
Clc1cccc(-c2cc3nc4c(c(N5CCNCC5)n3n2)CCCC4)c1,1%,10

# Assay outcomes (PubChem BioAssay)
